Source: PubChem (several laboratories)
Dyrk1A ADPGlo: blocks rat Dyrk1A kinase activity; Q63470; ADP-Glo luminescence, NFATc1 peptide; inhibition, % at 12.5 µM; 310,000 compounds, 0.43% hits; in the data active = inhibition above about 50%;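 also: plate controls were vehicle with enzyme for no effect and no enzyme for full effect; many of its hits are not listed in these tables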
HDAC3 inh: blocks human histone deacetylase 3. recombinant HDAC3, fluorogenic peptide/trypsin coupled, fluorescence. 320,000 compounds, 0.15% hits. O15379. inhibition, % at 8.3 µM; in the data active = inhibition above about 26%, passing the limit was not always enough; inconclusive = no clear call, values can overlap the other calls
Target sequence (O15379 whole entry, looked up): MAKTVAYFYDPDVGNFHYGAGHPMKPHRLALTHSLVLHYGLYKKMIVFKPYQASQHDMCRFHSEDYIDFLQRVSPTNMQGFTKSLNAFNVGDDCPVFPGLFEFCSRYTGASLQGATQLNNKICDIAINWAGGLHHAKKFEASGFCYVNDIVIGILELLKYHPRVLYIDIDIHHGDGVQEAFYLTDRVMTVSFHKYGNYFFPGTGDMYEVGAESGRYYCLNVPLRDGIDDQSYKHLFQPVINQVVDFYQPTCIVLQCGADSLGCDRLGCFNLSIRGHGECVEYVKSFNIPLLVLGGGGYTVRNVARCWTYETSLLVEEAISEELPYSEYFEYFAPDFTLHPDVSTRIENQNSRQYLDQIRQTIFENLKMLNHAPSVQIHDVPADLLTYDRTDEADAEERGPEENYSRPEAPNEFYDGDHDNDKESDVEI
GSK3 alpha inh: inhibitors of human GSK-3 alpha kinase. ADP-Glo luminescence, 60 min. inhibition, % at 10 µM. 320,000 compounds, 0.1% hits. AID 2650;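 in the data active = inhibition above about 50%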;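 also: GST-tagged GSK-3 alpha with peptide substrate and 25 µM ATP; 0% = DMSO neutral wells and 100% = GW8510 positive control wells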
Platelet DG rel: platelet dense granule release activity; inhibition, %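 (compounds screened at 7.5 µM in platelet-rich plasma)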; AID 1663; human platelet-rich plasma, SFLLRN dense granule ATP release, luminescence; 300,000 compounds, 0.22% hits;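 active = mean replicate score, as percent of positive control, at or above 50; inconclusive = mean below 50 but at least one replicate at or above 50; inactive = mean and every replicate below 50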
GSK3beta inhib: inhibitors of human GSK3beta kinase | 300,000 compounds, 0.038% hits | GST-GSK3beta kinase, ADP-Glo luminescence, 60 min; hits give low values | AID 2097 | activity score (negative = inhibition), % at 10 µM;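 active = more than half of replicate wells score below -50%, meaning over 50% inhibition versus plate controls; inconclusive = some replicates but at most half score below -50%; inactive = no replicate scores below -50%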;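 also: 0% = median DMSO wells and -100% = median GW8510 positive control wells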
Target sequence (P49841 whole entry, looked up): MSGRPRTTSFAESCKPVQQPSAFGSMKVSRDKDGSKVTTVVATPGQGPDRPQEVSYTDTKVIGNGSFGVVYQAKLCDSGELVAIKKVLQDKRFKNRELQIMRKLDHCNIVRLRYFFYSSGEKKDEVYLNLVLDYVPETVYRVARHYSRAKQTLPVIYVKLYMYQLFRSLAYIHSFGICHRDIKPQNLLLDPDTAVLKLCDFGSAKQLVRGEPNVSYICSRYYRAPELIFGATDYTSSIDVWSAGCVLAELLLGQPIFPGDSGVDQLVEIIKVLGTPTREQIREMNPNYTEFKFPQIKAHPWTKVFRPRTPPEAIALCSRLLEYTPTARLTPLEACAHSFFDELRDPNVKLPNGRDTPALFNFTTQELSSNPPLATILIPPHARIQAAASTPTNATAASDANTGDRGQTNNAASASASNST
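Test system: GST-fused GSK3beta enzyme, cell-free | Quantity: 1.6 ng GST-GSK3beta enzyme per well | Reagent: 25 µM ATP with peptide substrate | Schedule: 60 min enzyme reaction, room temperature | Signal: Luminescent ADP-Glo measurement of ADP formed | Read-out basis: Score relative to plate controls | Control set: DMSO and 20 µM GW8510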
AI-2 QS mod: Vibrio harveyi AI-2 quorum sensing modulation; Vibrio harveyi JMH597 AI-2 luminescence/OD600 ratio, 9 h; hits give low values; strain lacks LuxN and CqsS sensors; 0 = neutral-control median; activity change, % at 7.5 µM; AID 2094; 300,000 compounds, 0.4% hits; in the data active = activity change below about -75%, passing the limit was not always enough; inconclusive = no clear call, values can overlap the other calls;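 also: luminescence divided by OD600 gain over 9 h not by final OD600 alone; inactives centre near 13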
PolyA inh: blocks polyadenylation in yeast reporter cells. S. cerevisiae SKY197-pL101 polyadenylation reporter, beta-gal luminescence; efflux-impaired pdr1/pdr3 knockout yeast; score 100 = 6 SD above DMSO. calls only at 12 µM. 300,000 compounds, 0.02% hits. AID 1875;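 active = lowest replicate activity score at least 50, where 100 means six control SD above control mean; inconclusive = lowest score under 50 but half or more replicates reach 50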;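 also: yeast exposed to compound for 9 h at 30 °C; higher score means more reporter readthrough which indicates perturbed polyadenylation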
HSF1 inh: HSF1 inhibition | NIH3T3-HGL HSE-luciferase, MG132-induced, luminescence 8 h; hits give low values | activity change, negative = inhibition, % at 7.5 µM (by protocol) | AID 2098 | 300,000 compounds, 0.77% hits;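 active = more than half of replicate wells show activity change below -50%, luminescence cut by over half; inconclusive = some wells, but at most half, below -50%; inactive = no replicate well below -50%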;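 also: luciferase reports HSF-1 transcriptional activity via heat shock element; 0% = median of DMSO wells and -100% = zero luminescence signal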
HSF1 activator: increases HSF-1 driven luciferase reporter signal; activation, % at 9 µM; NIH3T3-HGL HSF-1 luciferase reporter, MG132, 8 h; 100% = twice DMSO control signal; 300,000 compounds, 1.7% hits;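 active = mean replicate activation of at least 50% with a set share of replicates each reaching 50%; inconclusive = only one of those two conditions met; inactive = mean below 50% and too few replicates reaching it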;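 also: 0% = median of the neutral control wells and 100% = twice that signal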
HSP90 inh: blocks HSP90-mediated luciferase refolding in reticulocyte lysate; inhibition, % at 5.6 µM; 290,000 compounds, 0.91% hits; Rabbit reticulocyte lysate, luciferase refolding luminescence, 3 h;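 active = inhibition above the screen-wide mean plus 3 SD, computed separately per campaign, cut at about 16% in these data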;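 also: 0% = DMSO wells and 100% = 60 µM geldanamycin wells; inhibitors lower the luminescence because luciferase stays unfolded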
Starred values were filed as active, the others as inactive; i = inactive; ? = inconclusive; . = no result given.

SMILES | Dyrk1A ADPGlo | HDAC3 inh | GSK3 alpha inh | Platelet DG rel | GSK3beta inhib | AI-2 QS mod | PolyA inh | HSF1 inh | HSF1 activator | HSP90 inh
COCCn1c(SCc2nc3ccccc3c(=O)[nH]2)nc2ccccc2c1=O | -2 | 3 | -4 | -4 | 1 | 10 | i | 5 | 34 | 6
O=C(COc1ccc(NS(=O)(=O)c2ccc(F)cc2)cc1)N1CCOCC1 | 3 | -1 | 4 | 0 | 5 | 19 | i | -1 | -4 | -3
Cc1cccc(NC(=O)c2nc(S(=O)(=O)Cc3ccccc3)ncc2Cl)c1 | -1 | -2 | -1 | 20 | 0 | -4 | i | -84* | -86 | 4
COc1ccc(C(=O)NNC(=S)NC(=O)/C=C/c2cccs2)cc1 | -5 | 12 | -2 | 1 | 1 | ? | i | -2 | -7 | 4
O=C(NCCN1CCN(c2ccccc2)CC1)c1cccc(Cl)c1 | -5 | 5 | 1 | 4 | 5 | 10 | i | -7 | 10 | 0
CCc1cc(C(=O)N2CCCC(CCC(=O)NCc3cccc(OC)c3)C2)no1 (stereo not drawn) | -2 | 0 | -1 | -5 | 5 | 16 | i | 4 | 6 | -3
O=C(Nc1cccc(Cl)c1)Nc1nc(-c2ccccc2)cs1 | 13 | -5 | 0 | -4 | 0 | 12 | i | -14 | -4 | -6
CC(C)C(NC(=O)C1CCC(C(C)(C)C)CC1)C(=O)NCCc1ccc(S(N)(=O)=O)cc1 (stereo not drawn) | -3 | 7 | 0 | -6 | 1 | 38 | i | 0 | 5 | -1
O=C(NCc1ccco1)c1cc2ccc(O)cc2oc1=O | 35 | -446 | 11 | 70* | 2 | 51 | . | 4 | 30 | 15
O=C(Nc1ccccc1O)c1nc(Cl)ccc1Cl | 16 | 3 | 5 | -3 | -3 | 26 | i | -3 | -1 | 2
COCC(=O)Nc1ccc(S(=O)(=O)NCC2CCCO2)cc1 (stereo not drawn) | 12 | -3 | -2 | -1 | 4 | 3 | i | 11 | 44 | -3
Cc1cccc(C(=O)OCC(=O)Nc2sc3c(c2C#N)CCC3)c1 | 5 | 2 | 0 | -30 | 2 | -15 | i | 2 | -12 | 7
Cc1cc(C(F)(F)F)c(C#N)c(SCC(=O)NC(C)(C)C)n1 | 4 | 4 | -3 | -6 | 0 | -1 | i | 0 | 20 | 7
Oc1c(C(c2ccco2)N2CCOCC2)sc2ncnn12 (stereo not drawn) | 1 | . | -1 | 0 | -4 | 37 | i | -6 | -8 | -3
COc1ccc(CC(NC(C)=O)C(=O)NC2CCN(C(=O)NCc3ccccc3)CC2)cc1OC (stereo not drawn) | -2 | . | . | 2 | 0 | 16 | . | 1 | 8 | -1
Cc1cccc(C)c1OC1(c2ccccc2)OC(=O)c2ccccc21 (stereo not drawn) | -4 | 2 | -2 | -10 | 2 | 27 | i | -4 | -3 | 0
CC(=O)OCCN(Cc1ccccc1)Cc1ccc2c(c1)OCO2 | 2 | 7 | -4 | 13 | -2 | 18 | i | -7 | -9 | -1
COc1cccc(NC(=O)NCCCN2CCN(c3ccc(F)cc3)CC2)c1 | -1 | -7 | 1 | -3 | 2 | 22 | i | 2 | 9 | 1
Cc1cc(C)c(-c2cc(C(F)(F)F)no2)c(=O)[nH]1 | -1 | -8 | -1 | 10 | -1 | 25 | i | -5 | -4 | 3
CCCCCC(=O)NC(=S)Nc1ccc2oc(=O)ccc2c1 | 3 | -8 | 9 | 2 | -2 | -90* | i | . | . | 4
CC(C)(C)NC(=O)C(c1ccncc1)N(C(=O)Cn1nnc(-c2ccc(F)cc2)n1)c1ccccc1 (stereo not drawn) | -2 | -1 | -1 | 9 | 3 | 22 | i | 31 | 36 | 1
CCN(CC)CCCOC(=O)C1(c2ccccc2)CCCC1 | -5 | 3 | -2 | 1 | 1 | 4 | . | 11 | 42 | 0
O=S(=O)(c1ccccc1)N(CC1CO1)c1cccc2ccccc12 (stereo not drawn) | -2 | 7 | -4 | -11 | -6 | 14 | i | 10 | -7 | 5
S=C(Nc1ccccc1Cl)N1CCCCCC1 | -3 | 3 | . | 0 | -1 | 1 | i | 13 | 39 | -2
COc1ccccc1N(C)S(=O)(=O)c1ccc(C(=O)N2CCC(C(N)=O)CC2)cc1 | -1 | 1 | 1 | 1 | -1 | 11 | i | -12 | -5 | 3
O=C(c1cccs1)N1CCN=C1SCc1cccnc1 | -2 | -4 | -3 | 4 | -3 | 29 | i | 3 | 6 | 3
O=C(Nc1ccc(S(=O)(=O)N2CCCCC2)cc1)c1cccnc1Cl | -5 | 2 | -3 | -3 | 0 | 22 | i | 0 | 1 | .
N/C(=N/O)c1cccn1Cc1ccccc1[N+](=O)[O-] | 0 | 0 | 1 | -36 | 1 | 21 | i | 0 | -1 | -1
CCCCn1c(=O)n(CC(=O)NCc2ccc(C)cc2)c(=O)c2c1nc(CO)n2CCC | -1 | 4 | 0 | 0 | 2 | 5 | i | -2 | 3 | -2
O=C(NCc1ccc(F)cc1)C1CCN(S(=O)(=O)c2ccc3c(c2)OCCCO3)CC1 | -2 | -1 | 2 | -2 | -1 | 50 | i | -5 | -6 | -2
CCC(C)(C)NC(=O)CN(C(=O)CCC(=O)Nc1cc(C)ccn1)c1ccc2c(c1)OCCO2 | 1 | 5 | 2 | 0 | 1 | 17 | i | -4 | -13 | 3
CC(C)c1cc(C(=O)Nc2cccc(C(F)(F)F)c2)no1 | 2 | ? | -3 | 0 | 4 | 18 | i | 5 | 0 | 2
O=C(COC(=O)c1ccc2c(c1)OCCO2)Nc1cccc(S(=O)(=O)N2CCOCC2)c1 | 4 | -5 | 1 | 3 | 2 | 13 | i | 0 | 21 | -2
O=C(Nc1ccccc1N1CCN(C(=O)c2ccc(Cl)cc2)CC1)c1cc(Br)ccc1Cl | 5 | 1 | -2 | 2 | 1 | 18 | i | 4 | 2 | 3
CC(Oc1cccc(Cl)c1)c1ccnc2nc(/N=C/N(C)C)nn12 (stereo not drawn) | -9 | -4 | -1 | 1 | -4 | -1 | i | 1 | -12 | 1
CC1(C)Cc2c(C#N)c(SCc3ccccc3)nc(N3CCOCC3)c2CO1 | -2 | 17 | -1 | 8 | 0 | 24 | i | 2 | 6 | 2
O=C(NCc1n[nH]c(=S)n1-c1cccc(C(F)(F)F)c1)c1ccc(S(=O)(=O)N2CCCCC2)cc1 | -1 | 5 | -3 | 2 | . | . | i | -5 | -3 | 2
CCCc1cc(=O)n2[nH]c(SCc3ccc(Cl)cc3)nc2n1 | 0 | 11 | 2 | -4 | -1 | 4 | i | 0 | 6 | 4
O=C1N=C(N2CCOCC2)S/C1=C\c1ccccc1OS(=O)(=O)c1ccccc1 | -7 | 13 | 2 | 2 | 4 | 1 | i | -11 | -11 | -1
Cc1ccc(-n2nnnc2SC(C)C(=O)Nc2ccc(Cl)cn2)cc1 (stereo not drawn) | 6 | 4 | -7 | 9 | -1 | 10 | i | 0 | 11 | 6

Compound profiles (already shown):
Entry for `CC(C)C(NC(=O)C1CCC(C(C)(C)C)CC1)C(=O)NCCc1ccc(S(N)(=O)=O)cc1` (stereo not drawn) = Dyrk1A ADPGlo: -3; HDAC3 inh: 7; GSK3 alpha inh: 0; Platelet DG rel: -6; GSK3beta inhib: 1; AI-2 QS mod: 38; PolyA inh: i; HSF1 inh: 0; HSF1 activator: 5; HSP90 inh: -1
Entry for `Cc1cccc(C(=O)OCC(=O)Nc2sc3c(c2C#N)CCC3)c1` = Dyrk1A ADPGlo: 5; HDAC3 inh: 2; GSK3 alpha inh: 0; Platelet DG rel: -30; GSK3beta inhib: 2; AI-2 QS mod: -15; PolyA inh: i; HSF1 inh: 2; HSF1 activator: -12; HSP90 inh: 7

Continuation.
SMILES | Dyrk1A ADPGlo | HDAC3 inh | GSK3 alpha inh | Platelet DG rel | GSK3beta inhib | AI-2 QS mod | PolyA inh | HSF1 inh | HSF1 activator | HSP90 inh
O=C(O)c1ccc(NS(=O)(=O)c2ccc3c(c2)C(=O)c2cc(S(=O)(=O)Nc4ccc(C(=O)O)cc4)ccc2-3)cc1 | -4 | 3 | 0 | 1 | 1 | 30 | i | 3 | 5 | -2
O=C(O)CSc1c(-c2ccccc2)c2cc(Cl)ccc2[nH]c1=O | 0 | 12 | -3 | -2 | -1 | -1 | i | -5 | -1 | 4
Cn1c(Cc2ccccc2)nnc1SCc1nc2ccccc2c(=O)[nH]1 | -8 | -2 | -1 | -2 | 0 | 13 | i | 10 | 25 | -7
Cc1ccc(OCC(=O)Nc2cc(-c3nn4c(C)nnc4s3)ccc2C)cc1 | -9 | 1 | . | 1 | -2 | 4 | i | -2 | -4 | -2
CC(C)N(C)CCOC(=O)c1ccccc1Cl | 2 | 2 | 0 | 7 | -6 | 2 | i | -16 | -18 | 5
CS(=O)(=O)N(CC(=O)Nc1ccccc1C(=O)NCc1ccccc1)c1ccc2c(c1)OCCO2 | 8 | -2 | 1 | 8 | 0 | 3 | i | 18 | 25 | 2
Cc1ccc(-c2nc(N)sc2C)cc1 | -2 | . | -4 | 25 | 1 | 13 | i | -5 | -1 | 2
COc1ccccc1NC(=O)Nc1cc(C(C)C)ccc1C | 2 | . | . | 0 | 0 | 11 | i | -7 | -7 | 3
O=C(CN1CCN(Cc2ccccc2Cl)CC1)N/N=C/C=C/c1ccco1 | . | 11 | 3 | -3 | 1 | . | i | 8 | 39 | -1
COc1ccc(NC(=O)Cc2ccccc2)cc1 | 1 | 2 | 0 | 11 | -5 | 12 | i | 10 | 13 | 1
Cc1nn(Cc2c(Cl)cccc2Cl)c(C)c1NC(=O)CCCn1nc([N+](=O)[O-])c(Cl)c1C | 5 | ? | -1 | 17 | 4 | 19 | i | 7 | 28 | 0
Cc1cccc(OCc2nnc(SCC(=O)N3CCCCC3)o2)c1 | -3 | 1 | -1 | -3 | 2 | 25 | i | 5 | -9 | 3
CCOc1ccc(/C=N/OCC(=O)Nc2cc(S(=O)(=O)N3CCOCC3)ccc2OC)cc1 | -5 | -8 | -1 | -3 | 2 | 11 | . | -4 | -11 | .
CCCCNC1CCS(=O)(=O)C1 (stereo not drawn) | -2 | -1 | 0 | -10 | 2 | 37 | i | -10 | 11 | 4
NS(=O)(=O)c1ccc(CNC(=O)C2CCCCC2)cc1 | 0 | -7 | -2 | 22 | 3 | 0 | i | -5 | 14 | 3
Cn1nc(C(F)(F)F)c2cc(C(=O)Nc3ccc(C(F)(F)F)cc3)sc21 | 4 | -6 | 0 | -17 | -1 | 3 | i | -12 | -5 | -1
O=C(NC1CC1)c1cc(-c2ccccn2)nc2ccccc12 | -10 | 0 | 0 | 3 | -6 | 14 | i | -1 | 2 | -4
Cc1cc(C(=O)NCCCN2CCOCC2)n(-c2ccccc2)n1 | 8 | 3 | 0 | -16 | 2 | 13 | i | -4 | 23 | 4
CCN(CC)CC(=O)Nc1sc(C)c(C)c1C(=O)c1ccc(C)cc1 | . | 9 | 0 | -3 | -1 | 22 | i | 1 | -5 | 0

The list is partial; the hit share may differ from the screen's.
